Source: PubChem BioAssay (National Center for Advancing Translational Sciences (NCATS))
KDM5B inhibitor: KDM5B demethylase inhibition. Q9UGL1. AID 1347165. Potency, µM (series often up to 57.7 µM), for inactives: at the highest dose activity change, negative = inhibition, actives largely listed as inhibitors. KDM5B demethylase, FDH-coupled NADH fluorescence (FDH is formaldehyde dehydrogenase). 220,000 tested, 2.6% active; active = well fitted inhibition curve with a large enough effect; inconclusive = small, poorly fitted or top-dose-only effect; inactive = no such curve, though single readings can be large or run the other way; also: 0% is about no effect; nearly all actives have a fitted effect of over 70% in size
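Coupled FDH/NAD⁺ fluorescence readout. KDM5BΔAP 200 nM final; compound titration, 10 min RT preincubation; substrate mix 12.5 µM H3K4me3, 25 µM 2-OG, 50 µM Fe(II), 100 µM ascorbate, 0.25 mM NAD⁺, 0.25 U/mL FDH; ΔRFU over 30 min.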
* = called active by the depositor; ? = inconclusive; & = joins results of further samples; [ ] = another dose, or the depositor's remark. Potency is read from the fitted curve at half-maximal effect. Some of the compounds tested, so the mix of outcomes need not match the whole.

| compound | KDM5B inhibitor |
| --- | --- |
| Cc1ccc(C2=NN(CC(=O)NC(C)c3ccccc3)C(=O)CC2)cc1 (stereo unspecified) | -5% |
| O=C(Cc1ccc(O)cc1)N1CCOC2(CCN(C(=O)c3ccccc3)CC2)C1 | -3%[115 µM] |
| Cc1cc(NC(=O)C(C)(C)Oc2ccc(Cl)cc2)cc(-c2nc3ncccc3o2)c1O | -17% |
| CN(C)C(=O)c1ccc2c(c1)NC(C)(COc1ccc3[nH]ccc3c1)CO2 (stereo unspecified) | -2%[86.2 µM] |
| CCN(CC)C1CCOC2(CCN(C(=O)c3n[nH]c4ccccc34)CC2)C1 (stereo unspecified) | 2% |
| CCOC(=O)c1c(-c2ccccc2)csc1NC(=O)c1cc(=O)c2cc(Cl)ccc2o1 | 16% |
| Cc1nc2n(c1C(=O)NCCOc1ccccc1)CCC(Nc1ccc(F)cc1)C2 (stereo unspecified) | -3%[86.2 µM] |
| CN(CC#N)C(=O)[C@H]1CN(Cc2ccccc2)C[C@H]1C(=O)O | -5% |
| O=C(c1cccc2[nH]ccc12)N1CC[C@@H]2COCCN(Cc3cccnc3)[C@@H]2C1 | 18µM* |
| CCN(CC)c1ccc(NC(=O)c2sc3ccccc3c2Cl)cc1 | -23% |
| CCc1ccc(C2=C(C)C(=NCC(=O)Nc3ccc(C)c(F)c3)NS2(=O)=O)cc1 | -8% |
| CN(C)C(=O)CSc1nnc(NC(=O)CCc2ccccc2)s1 | 27% |
| CCCCC(=O)Nc1nnc(S(=O)(=O)N(C)Cc2ccc(Cl)cc2)s1 | -2% |
| CC(=O)N(Cc1cccnc1)c1nc2c(C)cccc2s1 | -5% |
| O=C(Nc1ccc(F)c(F)c1)C(c1ccccc1)N1Cc2ccccc2C1=O (stereo unspecified) | -12% |
| CN(C)c1nccnc1OC1CCN(C(=O)c2ccoc2)C1 (stereo unspecified) | -12% |
| CC1CCN(C(=O)c2ccccc2OCC2CCCN(Cc3nccs3)C2)CC1 (stereo unspecified) | -3% |
| Cc1ccc2cccc(NC(=O)COc3ccccc3)c2n1 | -20% |
| c1ccc(C(c2ccccc2)N2CCN(Cc3nc(-c4ccccn4)no3)CC2)cc1 | 39%[activator] |
| O=C(O)CCSCC(=O)c1ccc(Br)cc1 | -7% |
| COc1cccc(CNC(=O)CCC2CCN(C(=O)c3ccccc3F)CC2)c1 | 19% |
| COc1ccc(NC(=O)O[C@@H]2CO[C@H]3[C@@H]2OC[C@@H]3NS(=O)(=O)c2cccc3cccnc23)cc1 | 4% |
| Cn1c(CO[C@H]2CN(Cc3ccc4c(c3)OCCO4)C[C@H]2F)nc2ccccc21 | -29%[86.2 µM] |
| COc1cccc(C(=O)Oc2ccc(C3SCCS3)cc2OC)c1 | ? |
| Cc1nn2c(c1-c1ccccc1OCc1ccccc1)N(C(=O)c1ccn(C)n1)CCC2 | -14%[86.2 µM] |
| O=C(Nc1ccc(=O)n2c1[C@@H]1C[C@@H](CN(C(=O)c3ccc(F)cc3)C1)C2)c1ccc2c(c1)OCO2 | 110%[activator] |
| CSc1ccc(CCNC(=O)c2noc(C)c2Cn2nc(C)cc2C)cc1 | 7% |
| Nc1nc(C2CC(NC(=O)Cc3noc4ccccc34)C2)cc(=O)[nH]1 (stereo unspecified) | 11% |
| CCOc1ccc(S(=O)(=O)N(C)CC(=O)NCC2CCCO2)cc1Cl (stereo unspecified) | 10% |
| COc1cccc(Nc2ccc3cc(S(=O)(=O)N4CCC(C)CC4)ccc3n2)c1 | ? |
| Cc1cccc(Nc2cc(C)nc(-n3nc(C)cc3C)n2)c1 | 4% |
| CNC(=O)NC(=O)CSc1ccc2ccccc2n1 | -9% |
| COc1ccc(CN2CCCC(c3nn(-c4ccc(OC)cc4)c(=O)[nH]3)C2)cc1 (stereo unspecified) | -2% |
| O=C1CC(c2ccc(F)cc2)c2c(n3c(nc4ccccc43)[nH]c2=O)N1 (stereo unspecified) | -8% |
| O=C(CC(c1ccccc1)c1ccccc1Cl)NCc1cc2n(n1)CCNC2 (stereo unspecified) | 24% |
| O=C(Cn1nc(-c2ccc(Cl)cc2)c2ccccc2c1=O)N1CCCC1 | 11% |
| Cc1cc(C)c(S(=O)(=O)N2CCOC23CCN(C(=O)CC(C)C)CC3)c(C)c1 | 9% |
| CC1(c2cccnc2)N(CCOc2ccccc2)C(=O)OC12CCN(C(=O)CN1CCOCC1)CC2 (stereo unspecified) | -17% |
| COc1ccc2[nH]cc(CCNC(=O)C3CC(=O)N(c4n[nH]c5cccc(F)c45)C3)c2c1 (stereo unspecified) | 22µM* |
| COc1ccc(C(=O)NCC(=O)N2CCCCCCNC(=O)CC2c2ccccc2)cn1 (stereo unspecified) | -7% |
| Cn1c(C(=O)NCCc2ccccn2)nc2nc(-c3ccccc3)c(Cl)cc21 | 35µM* |
| C=CCn1cc2c3c(cccc31)[C@H](CC(C)C)N[C@H](C(=O)NCCN(C)C)C2 | 32µM* |
| COc1ccccc1CNc1ncnc2c1CN(C1CCCNCC1)C(=O)CN2C (stereo unspecified) | ? |
| COc1ccc(CN2CCCCCNC(=O)[C@@H]3CCC[C@@H]32)cc1Cn1ccnc1 | ? |
| C/C=C/CC(=O)N1CCC(Oc2ccccc2OC)(C(=O)O)CC1 | -17% |
| O=C(O)c1ccc(C2CC2)cc1 | -8% |
| COc1ccc(OC)c(NC(=O)c2cnc(N3CCCCC3)c3ccccc23)c1 | ? |
| Cn1cc(S(=O)(=O)N2CCCCCC2)cc1C(=O)N1CCN(c2ccc(F)cc2)CC1 | -12% |
| Cc1csc2c(=O)sc(NC(=O)c3ccc(F)cc3Cl)nc12 | ? |
| Cc1ccccc1CN1CCC2(CC1)OCCN(CCc1ccccc1)C2=O | -2%[86.2 µM] |
| CN[C@H](C(=O)N[C@@H]1C=C(C(=O)N[C@H](CC(C)C)C(N)=O)C[C@@H](O)[C@@H]1O)C(C)C | ? |
| COc1ccc(C2=C(C)C(=O)N(Cc3ccc(C(=O)Nc4cccc(F)c4)cc3)S2(=O)=O)cc1 | ? |
| COc1cccc(CNC(=O)c2ccc3c(c2)N(Cc2ccc(F)cc2Cl)C(=O)c2ccccc2S3)c1 | 11% |
| O=C1Nc2ccc(Br)cc2C(=O)N2CCN(C(=O)c3ccccc3)C[C@H]12 | 7%[86.2 µM] |
| COc1ccc(C(=O)N2CCCC2c2noc(COc3ccc(F)cc3)n2)cn1 (stereo unspecified) | ? |
| Cc1ccccc1C(=O)N1CCC(c2nc3ccccc3s2)CC1 | 44%[activator][11.5 µM] |
| Cc1ccc(CNC(=O)CC2Oc3ccc(Cl)cc3NC2=O)cc1 (stereo unspecified) | -29% |
| O=C(C(=O)N1CCc2[nH]nc(-c3cccc4ccccc34)c2C1)c1cccnc1 | 7% |
| COc1cc(NC(=O)C2=CCN(Cc3ccccc3F)CC2)cc(OC)c1OC | 3% |
| O=C(NCc1nnc2n1C(C(=O)NC1CC1)CC2)c1ccncc1 (stereo unspecified) | 1%[149 µM] |

New compounds follow.
| compound | KDM5B inhibitor |
| --- | --- |
| Cc1n[nH]c(C)c1CNC(=O)C1CCN(c2cn[nH]c(=O)c2)C1 (stereo unspecified) | -9% |
| CSc1ccc(C=Nc2ccc(Br)c(Cl)c2)cc1 | ? |
| Cc1cc(C(=O)CN2C(=O)NC(Cc3c[nH]c4ccccc34)C2=O)c(C)n1C1CC1 (stereo unspecified) | 2% |
| CCOc1ccc(C(=O)N2CC(c3nnc(C(C)C)o3)C3(CCOCC3)C2)cc1 (stereo unspecified) | -13% |
| Cn1c(=O)c2c(ncn2CCCNC2=NCCC2)n(C)c1=O | 5% |
| Cc1ccc(OCc2nc(C3CN(C(=O)C4CCCO4)C3)no2)cc1 (stereo unspecified) | -9% |
| Oc1ccc(-c2nc(-c3ccc(Br)s3)cs2)cc1 | ? |
| Cc1ccc(-c2ncc(C(=O)Nc3ccccc3C)c(-c3ccncc3)n2)cc1 | -25% |
| O=C(CN1C(=O)COc2ccc(Cl)cc21)Nc1cccc(F)c1 | -3% |
| Cc1ccc(N(CC(=O)N2CCN(c3ccc(F)cc3)CC2)S(=O)(=O)c2c(C)noc2C)cc1 | -6% |
| COc1cc(NC(=O)c2c3c(nc4ccccc24)C(=O)N(C2CCCCC2)C3)cc(OC)c1 | -8% |
| CC(C)c1ccc(/C=C/C(=O)O)cc1 | -10% |
| COc1ccccc1CN(C)C(=O)NCc1ccccc1S(=O)(=O)N1CCCCC1 | 18% |
| Cc1cc(Nc2sc(C(=O)c3ccc(F)cc3)c(N)c2C(=O)Nc2ccc(F)cc2)ccc1Cl | 2% |
| CC(=O)N[C@@H]1CN(C(=O)c2cnc3ccccc3c2)C[C@H]1c1ccc(C)cc1 | 11% |
| COc1ccc(NC(=O)Cn2nc3n(c2=O)CCCC3)cc1Cl | 5% |
| CC(C)c1ccc(C(=O)O)c(C(C)C)c1 | 3% |
| Cc1ccc(NC(=O)Cn2ccn3nc4c(c3c2=O)CCCCC4)cc1 | ? |
| Cc1nc2ccccn2c(=O)c1Cc1nnc(SCC(=O)Nc2ccccc2)n1C | 22% |
| CC[n+]1c(NCc2cc(Br)cc(Br)c2[O-])[nH]c2ccccc21 | 9% |
| O=C(Cn1c(=O)oc2cc(S(=O)(=O)N3CCCCCC3)ccc21)Nc1cccc(C(F)(F)F)c1 | -1% |
| CCCN(CCC)CCCNC(=O)Cn1ncn2c(cc3sc(CC)cc32)c1=O | 10% |
| Cc1nn(CC(=O)NN)c(C)c1Br | 3% |
| Fc1cccc(Cc2noc(-c3nc(-c4ccc5c(c4)OCO5)no3)n2)c1 | 25µM* |
| O=C(CCN1CCN(c2cnccn2)CC1)Nc1cccc(Cl)c1 | -26% |
| O=C(Nc1ccc(O)c(-c2nc3ccccc3o2)c1)c1ccco1 | -12%&-23% |
| Cc1cccc(C(=O)N2CCC(c3nc(C4CC4)n[nH]3)CC2)c1C | 14% |
| CCC(=O)N1c2ccccc2C(N(C(=O)CC)c2ccccc2)CC1C (stereo unspecified) | -5% |
| CN(Cc1ccccc1)C(=O)c1cc2ccccc2oc1=O | -21% |
| O=C(NCC(F)(F)F)c1nn(Cc2ccccc2)c(=O)c2ccccc12 | -2% |
| CCS(=O)(=O)N1CCC(N2C(=O)C3(CCCC3)C2c2ccccc2)CC1 (stereo unspecified) | -3% |
| CNC(=O)c1noc(CN2CCCC(C)(c3ccccc3)C2)n1 (stereo unspecified) | -15% |
| C[C@]1(CO)[C@H]2Cc3sc(-c4ccccc4)nc3[C@@H](CC(=O)N3CCOCC3)[C@]2(C)CC[C@H]1O | ? |
| Cc1ccc(S(=O)(=O)Nc2nc3ccccc3nc2Nc2ccc3c(c2)OCO3)c(C)c1 | -9% |
| CCOc1cc(C(=O)N(C)CC(=O)Nc2cccc(F)c2)ccc1OCC(=O)N1CCCCC1 | -7% |
| CC(=O)N1C[C@@H](NC(=O)Nc2ccc(F)cc2F)C[C@H]1C(=O)N[C@H](Cc1c[nH]c2ccccc12)C(N)=O | 10% |
| O=C(Nc1nnc(-c2cc(Cl)ccc2Cl)o1)c1ccc2c(c1)OCCO2 | -17% |
| COC(=O)c1ccc(NC(=O)N2CCC3(CC2)N(CC2CC2)C(=O)CS3=O)cc1 (stereo unspecified) | 18% |
| O=C(CNC(=O)c1ccccc1)OCc1cc(=O)n2nc(C3CCCCC3)sc2n1 | 9% |
| O=c1[nH]c(N2CCOCC2)nc2c1CCN(Cc1ccccc1F)CC2 | 6% |
| CC(=O)NCCn1c(SCC(=O)Nc2ccc(C)cc2)nc2ccccc2c1=O | -27% |
| CC(=O)NC1CCN(C(=O)c2coc(COc3ccc4c(c3)OCO4)n2)C1 (stereo unspecified) | 38%[activator] |
| CNCc1sc2ccccc2c1C | -3%[230 µM] |
| COc1ccc(C)cc1NC(=O)c1nn(-c2ccccc2)cc1OC | ? |
| CCc1cccc2c(C(=O)CN3CCC(C(=O)N4CCCC4)CC3)c[nH]c12 | -13% |
| Cc1noc(-c2cn(C3CCCN(C(=O)c4ccc5[nH]ccc5c4)C3)nn2)n1 (stereo unspecified) | 11% |
| Cc1cc2ccccc2n1CC(=O)NCC1CCC(C(=O)O)CC1 (stereo unspecified) | 13% |
| Cc1ccc(CCNC(=O)CCn2nc(-c3ccccc3)ccc2=O)cc1 | -23% |
| COc1cc(-c2onc(C)c2C(=O)NCCC(c2ccccc2)c2ccccc2)cc(OC)c1OC | 28µM* |
| Cn1cccc1C(=O)N1CCOCC1CC(=O)N1CCSCC1 (stereo unspecified) | -10% |
| CNC(=O)CCn1ncc2cc(OCc3ccccc3-c3cccc(NC(C)=O)c3)ccc21 | 9% |
| CCOc1ccccc1NC(=O)NCc1noc2ccc(C)cc12 | 21% |
| COc1ccc(Cl)cc1NC(=O)CSc1nccn1-c1ccc(Cl)cc1 | -6% |

Of the compounds above, these have bromine.
| compound | KDM5B inhibitor |
| --- | --- |
| O=C(O)CCSCC(=O)c1ccc(Br)cc1 | -7% |
| O=C1Nc2ccc(Br)cc2C(=O)N2CCN(C(=O)c3ccccc3)C[C@H]12 | 7%[86.2 µM] |
| CSc1ccc(C=Nc2ccc(Br)c(Cl)c2)cc1 | ? |
| Oc1ccc(-c2nc(-c3ccc(Br)s3)cs2)cc1 | ? |
| CC[n+]1c(NCc2cc(Br)cc(Br)c2[O-])[nH]c2ccccc21 | 9% |
| Cc1nn(CC(=O)NN)c(C)c1Br | 3% |
